Pf apPOL block: Pf-apPOL DNA polymerase inhibition. Recombinant Pf-apPOL, molecular beacon fluorescence, 1.5 h. inhibition, % at 10 µM. 210,000 compounds, 0.25% hits
mHTT CaM bind: disrupts binding of mutant huntingtin to calmodulin | AlphaScreen His-mHTT/GST-CaM binding, luminescence | inhibition, % at 15 µM | 190,000 compounds, 3.6% hits | AID 1671202;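 note: 0% = both proteins with DMSO and 100% = one protein alone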
Target sequence (P42858 whole entry, looked up, stated change not applied): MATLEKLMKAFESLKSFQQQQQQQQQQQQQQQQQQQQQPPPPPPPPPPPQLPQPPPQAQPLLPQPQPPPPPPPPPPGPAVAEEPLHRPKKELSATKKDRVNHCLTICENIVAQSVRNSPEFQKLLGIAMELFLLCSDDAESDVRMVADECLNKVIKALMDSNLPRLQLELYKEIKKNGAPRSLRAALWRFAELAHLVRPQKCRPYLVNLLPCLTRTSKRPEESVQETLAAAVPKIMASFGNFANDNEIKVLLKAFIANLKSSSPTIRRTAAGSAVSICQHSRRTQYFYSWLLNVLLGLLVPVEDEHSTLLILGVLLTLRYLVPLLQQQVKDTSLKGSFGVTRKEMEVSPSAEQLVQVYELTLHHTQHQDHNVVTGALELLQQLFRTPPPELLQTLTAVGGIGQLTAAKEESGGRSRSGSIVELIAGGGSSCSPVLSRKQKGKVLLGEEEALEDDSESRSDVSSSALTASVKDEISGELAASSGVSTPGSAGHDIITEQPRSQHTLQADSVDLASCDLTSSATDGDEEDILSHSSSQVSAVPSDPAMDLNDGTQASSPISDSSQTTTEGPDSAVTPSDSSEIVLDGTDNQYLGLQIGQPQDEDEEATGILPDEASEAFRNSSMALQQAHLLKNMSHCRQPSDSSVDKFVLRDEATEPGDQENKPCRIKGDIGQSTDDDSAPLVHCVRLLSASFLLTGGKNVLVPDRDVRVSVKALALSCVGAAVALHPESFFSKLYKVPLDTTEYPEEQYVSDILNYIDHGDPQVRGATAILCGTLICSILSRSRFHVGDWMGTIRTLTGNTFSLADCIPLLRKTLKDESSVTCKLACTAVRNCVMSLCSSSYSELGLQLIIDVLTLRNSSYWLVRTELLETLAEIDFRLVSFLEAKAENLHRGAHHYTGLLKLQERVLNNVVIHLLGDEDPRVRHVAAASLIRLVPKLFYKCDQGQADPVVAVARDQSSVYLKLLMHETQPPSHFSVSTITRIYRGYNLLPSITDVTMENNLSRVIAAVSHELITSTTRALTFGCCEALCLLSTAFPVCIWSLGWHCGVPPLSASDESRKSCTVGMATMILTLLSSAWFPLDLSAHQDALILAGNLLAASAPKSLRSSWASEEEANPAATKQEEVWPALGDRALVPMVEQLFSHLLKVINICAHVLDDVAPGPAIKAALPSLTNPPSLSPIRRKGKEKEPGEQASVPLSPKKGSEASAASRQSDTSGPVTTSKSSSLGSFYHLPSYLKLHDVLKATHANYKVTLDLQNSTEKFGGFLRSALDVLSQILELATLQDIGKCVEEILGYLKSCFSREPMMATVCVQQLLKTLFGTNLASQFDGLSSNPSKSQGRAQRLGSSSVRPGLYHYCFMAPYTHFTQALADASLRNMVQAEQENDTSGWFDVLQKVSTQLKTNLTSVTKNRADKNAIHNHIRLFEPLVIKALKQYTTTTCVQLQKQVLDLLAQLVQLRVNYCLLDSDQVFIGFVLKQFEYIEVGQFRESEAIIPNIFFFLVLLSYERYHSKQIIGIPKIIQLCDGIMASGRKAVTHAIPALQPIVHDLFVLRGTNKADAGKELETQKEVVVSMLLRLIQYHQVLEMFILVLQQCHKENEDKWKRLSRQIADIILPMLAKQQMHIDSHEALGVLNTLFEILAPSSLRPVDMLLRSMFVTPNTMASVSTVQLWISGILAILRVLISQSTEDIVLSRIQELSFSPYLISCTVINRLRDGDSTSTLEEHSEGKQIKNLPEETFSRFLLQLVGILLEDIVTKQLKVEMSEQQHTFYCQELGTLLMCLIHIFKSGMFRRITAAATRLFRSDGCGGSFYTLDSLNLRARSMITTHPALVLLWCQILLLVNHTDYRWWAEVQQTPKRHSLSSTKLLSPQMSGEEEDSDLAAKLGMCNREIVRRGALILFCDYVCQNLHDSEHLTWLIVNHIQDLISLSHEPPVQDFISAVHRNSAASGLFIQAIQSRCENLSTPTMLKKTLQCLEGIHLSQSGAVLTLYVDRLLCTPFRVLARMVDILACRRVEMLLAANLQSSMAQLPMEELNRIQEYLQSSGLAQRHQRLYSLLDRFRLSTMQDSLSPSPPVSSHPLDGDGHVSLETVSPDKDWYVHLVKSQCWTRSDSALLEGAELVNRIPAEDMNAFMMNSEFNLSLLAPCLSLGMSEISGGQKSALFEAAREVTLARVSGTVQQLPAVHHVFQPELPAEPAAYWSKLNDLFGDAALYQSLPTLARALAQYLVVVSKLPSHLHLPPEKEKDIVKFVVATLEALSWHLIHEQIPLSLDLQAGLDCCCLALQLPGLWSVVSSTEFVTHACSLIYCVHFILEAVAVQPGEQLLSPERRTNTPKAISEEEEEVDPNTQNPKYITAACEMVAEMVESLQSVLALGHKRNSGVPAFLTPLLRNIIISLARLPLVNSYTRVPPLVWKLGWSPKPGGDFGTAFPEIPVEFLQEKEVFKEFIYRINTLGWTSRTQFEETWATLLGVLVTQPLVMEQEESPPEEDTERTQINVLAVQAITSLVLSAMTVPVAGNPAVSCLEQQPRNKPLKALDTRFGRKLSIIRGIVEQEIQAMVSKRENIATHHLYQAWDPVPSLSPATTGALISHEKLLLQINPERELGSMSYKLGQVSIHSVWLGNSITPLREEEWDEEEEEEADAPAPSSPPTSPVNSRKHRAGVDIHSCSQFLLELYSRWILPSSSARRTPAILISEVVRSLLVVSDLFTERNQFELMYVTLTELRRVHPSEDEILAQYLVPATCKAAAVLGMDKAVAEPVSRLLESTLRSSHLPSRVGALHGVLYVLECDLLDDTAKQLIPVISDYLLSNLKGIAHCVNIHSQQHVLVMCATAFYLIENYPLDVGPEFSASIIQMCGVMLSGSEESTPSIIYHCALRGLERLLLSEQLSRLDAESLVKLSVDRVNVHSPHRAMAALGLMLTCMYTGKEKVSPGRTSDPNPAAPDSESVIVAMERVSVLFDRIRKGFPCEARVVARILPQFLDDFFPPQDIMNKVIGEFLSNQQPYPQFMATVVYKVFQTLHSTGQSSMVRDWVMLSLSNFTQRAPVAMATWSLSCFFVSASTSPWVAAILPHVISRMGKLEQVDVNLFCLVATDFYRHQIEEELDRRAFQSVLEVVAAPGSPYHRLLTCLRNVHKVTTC
* = called active by the depositor; . = no result given; & = joins results of further samples. Cut-off read from the data, not from the text of the source: active = inhibition above about 50%; inactive = the rest. Not all compounds are listed; count on the stated rates, not on these rows.

Screens in order: Pf apPOL block, mHTT CaM bind
[1] Cc1cc(C)c(S(=O)(=O)N2CCCCC2c2cccnc2)c(C)c1 (configuration not stated)
 : -5, 3
[2] O=C(NC1CCCCCC1)c1cccc(Cn2cncn2)c1
 : 4, -3
[3] O=C(Nc1ccccc1F)C1CCN(S(=O)(=O)c2ccc(Cl)cc2)CC1
 : -14, -4
[4] Cc1ccc2c(c1)c1c(n2CCN2C(=O)c3ccccc3C2=O)C(=O)CCC1
 : -5, 7
[5] CC(C)(C)N=C1Nc2ccccc2NC12CCCN(C(=O)c1ccccn1)C2 (configuration not stated)
 : -2, 9
[6] CC(C)OCCCNC(=O)C1CCCN(c2cnn(C)c(=O)c2)C1 (configuration not stated)
 : 2, -1
[7] Cc1ccc(C(=O)CCNc2cccc(Br)c2)o1
 : 2, 2
[8] Clc1ccccc1Cn1nnc2c(NN=Cc3cccs3)ncnc21
 : -11, .
[9] CC1Cc2cc(-c3cc(CNC(=O)c4cccs4)no3)ccc2O1 (configuration not stated)
 : -2, -1
[10] O=C(c1csc(-c2ccc(OCc3ccccc3)cc2F)n1)N1CCOCC1
 : -6, 18
[11] COc1cccc(CC(=O)N2CCc3c(nc4cc[nH]n4c3=O)C2)c1
 : 4, -2
[12] Cc1nc2sccn2c(=O)c1NC(=O)Nc1ccc(C(C)C)cc1
 : -4, -9
[13] O=S(=O)(Nc1ccc(Oc2ncnc3cc(Cl)ccc23)nc1)c1cccs1
 : -13, .
[14] COCCNC(=O)C1(C)CCC(=O)N1CCc1ccccc1 (configuration not stated)
 : 2, -2
[15] O=C(c1cccs1)N1CCC(c2nc(-c3ccc(F)cc3)n[nH]2)CC1
 : 0, 5
[16] CCc1ccccc1NC(=O)N1CC(C)Oc2ccc(C)cc21 (configuration not stated)
 : -5, -3
[17] Cc1ccc(-c2nc3ncccc3o2)cc1NC(=O)c1cc2ccccc2o1
 : -4, 0
[18] Clc1nc(NCc2ccco2)nc(Oc2ccccc2)n1
 : -5, 53*
[19] COc1ccc(C(=O)Nc2ncc(S(=O)(=O)c3ccc([N+](=O)[O-])cc3)s2)cc1
 : 2, 3
[20] O=C(Nc1ccccc1)C1CN(S(=O)(=O)c2cccnc2)CC12CCCCC2 (configuration not stated)
 : 2, 6
[21] CN1CCN(C(=O)C2CCc3sc(C(=O)N4CCOCC4)cc3C2)CC1 (configuration not stated)
 : -5, 2
[22] O=C(NCc1cccnc1)c1cccc(Cl)c1Cl
 : -2, -10
[23] Cc1cc(C)n(-c2ccc(=O)n(CCNS(=O)(=O)c3ccc4c(c3)OCCO4)n2)n1
 : -11, -5
[24] O=C(Nc1ccccc1N1CCOCC1)c1ccco1
 : -3&-1, 0
[25] COc1ccc(C(=O)N2CCC(C(=O)Nc3cc(OC)ccc3OC)CC2)cc1
 : 3, 4
[26] O=C(Nc1ccc(F)cc1F)Nc1nccn(-c2ccc(F)cc2)c1=O
 : 0, -6
[27] CC(=O)c1cccc(Nc2nc(-c3ccncc3)cs2)c1
 : 0, 2
[28] Nc1c(S(=O)(=O)c2ccc(Cl)cc2)cnc2cc(-c3cccs3)nn12
 : -2, .
[29] Cc1ccc(S(=O)(=O)N2CCN(c3ccc(C)c(F)c3)C(=O)C2C)cc1 (configuration not stated)
 : -3, 0
[30] COc1ccc(-c2nnc(/C=C/c3ccccc3)o2)cc1
 : -1, -16

Entries by screen from the list.
Entries 3–9 in mHTT CaM bind: -4, 7, 9, -1, 2, ., -1

Additional entries.
Screens in order: Pf apPOL block, mHTT CaM bind
[31] Cc1ccccc1NC(=O)C1CCCN(C(=O)c2cccc(Cl)c2)C1 (configuration not stated)
 : 0, 29
[32] CC1=CC(C)=Nc2ccccc2N1
 : 4, 6
[33] O=C(Nc1cnc(N2CCCCCC2)nc1)c1ccccc1F
 : -2, -3
[34] Cc1onc(-c2ccccc2)c1CNS(=O)(=O)c1ccc2c(c1)OCCN2C
 : 0, .
[35] Cc1cccc(S(=O)(=O)N2CCCC2c2nc(-c3cccc(C(F)(F)F)c3)no2)c1 (configuration not stated)
 : -2, -40
[36] Cc1cc(C)nc(SCC(=O)Nc2nc3ccc([N+](=O)[O-])cc3s2)n1
 : -8, 0
[37] CCN1CCN(CC(O)COCCC23CC4CC(CC(C4)C2)C3)CC1 (configuration not stated)
 : -14, 5
[38] Cc1ccccc1NC(=O)c1sc2[nH]c(=O)c(C(=O)O)cc2c1N
 : 3, 9
[39] COc1ccc(CCC(=O)N2CCC(Nc3cccnc3)C2)cc1 (configuration not stated)
 : -3, -2
[40] O=C(c1ccc(OCC2CCN(C(=O)c3cc(F)ccc3F)CC2)cc1)N1CCCC1
 : -2, 2
[41] CCN1CCN(c2ncc3c(n2)CCN(Cc2cc(Br)cs2)C3)CC1
 : -1, 34
[42] COc1ccc2oc(=O)c(C(=O)OC3CC4CCC3(C)C4(C)C)cc2c1 (configuration not stated)
 : 0, -2
[43] O=S1(=O)C=CCN1
 : 0, 10
[44] Cn1cnc([N+](=O)[O-])c1C(=O)O
 : ., -7
[45] Cc1ccccc1N1CCN(Cc2cc3c(cc2[N+](=O)[O-])OCO3)CC1
 : 3, 19
[46] COc1ccc(C(=O)SC2=NCCS2)cc1OC
 : 3&-4, 0&8
[47] O=C(Nc1nnc(C(F)(F)F)s1)c1ccccc1
 : -6&-7, .
[48] CCOc1cc(/C=C2\C(=O)NN(c3ccccc3)C2=O)ccc1OCCOc1ccccc1OC
 : -4, 1
[49] Cc1ccc(C(C)NC(=O)C=Cc2ccccc2)c(C)c1 (configuration not stated)
 : -4, .
[50] NCCC(c1ccccc1)c1ccco1 (configuration not stated)
 : -8, 7
[51] CC1CN(C=C(C#N)S(=O)(=O)Cc2ccc(Cl)cc2)CC(C)O1 (configuration not stated)
 : -5&4, .
[52] CC(=O)N1CCC(CCOc2cccc(F)c2)CC1
 : -3, -3
[53] O=C(c1n[nH]c2ccccc12)N1CCc2c(nc3cc(-c4ccccc4Cl)[nH]n3c2=O)C1
 : 2, -6
[54] Cc1ccc(Nc2cc(N3CCC(C(=O)NCc4ccccn4)CC3)ncn2)cc1
 : -9, -1
[55] O=C1Nc2cc(C(F)(F)F)ccc2Oc2ccsc21
 : -6, .
[56] Cc1nc(NCc2ccco2)c2cc(C)sc2n1
 : -4, -3
[57] COc1ccccc1-c1coc2cc(OC(=O)c3ccccc3Cl)ccc2c1=O
 : -4, -15
[58] CCC(=O)Nc1ccc(C2(C(=O)N3CCN(c4ccccc4F)CC3)CCC2)cc1
 : -4, 2
[59] Cn1cccc1CN1CCC(n2c(=O)n(C)c3cncnc32)CC1
 : -1, 8
[60] COc1ccc(OC)c(CNc2ccc3c(c2)nc(C)n3C)c1
 : 1, 9

Molecules shown so far containing a nitro group on carbon (four):
Screens in order: Pf apPOL block, mHTT CaM bind
[19] COc1ccc(C(=O)Nc2ncc(S(=O)(=O)c3ccc([N+](=O)[O-])cc3)s2)cc1
 : 2, 3
[36] Cc1cc(C)nc(SCC(=O)Nc2nc3ccc([N+](=O)[O-])cc3s2)n1
 : -8, 0
[44] Cn1cnc([N+](=O)[O-])c1C(=O)O
 : ., -7
[45] Cc1ccccc1N1CCN(Cc2cc3c(cc2[N+](=O)[O-])OCO3)CC1
 : 3, 19

Shown field by field: entries from further up
38: Cc1ccccc1NC(=O)c1sc2[nH]c(=O)c(C(=O)O)cc2c1N
  Pf apPOL block = 3
  mHTT CaM bind = 9

41: CCN1CCN(c2ncc3c(n2)CCN(Cc2cc(Br)cs2)C3)CC1
  Pf apPOL block = -1
  mHTT CaM bind = 34

52: CC(=O)N1CCC(CCOc2cccc(F)c2)CC1
  Pf apPOL block = -3
  mHTT CaM bind = -3

46: COc1ccc(C(=O)SC2=NCCS2)cc1OC
  Pf apPOL block = 3&-4
  mHTT CaM bind = 0&8

Later entries:
Screens in order: Pf apPOL block, mHTT CaM bind
[61] O=C(O)c1ccc(NC(=O)C2CCCCC2)c(NC(=O)C2CCCCC2)c1
 : -9, 5
[62] O=C(CC1Sc2ccccc2NC1=O)Nc1ccccc1Cl (configuration not stated)
 : -10, -8
[63] Cc1ccc(-c2nc3ccccc3[nH]2)cc1
 : -8, .
[64] CCC(C)NC(=O)CSC1=Nc2ccccc2C2=NC(CC(=O)NCc3ccccc3)C(=O)N12 (configuration not stated)
 : -8, 3
[65] Cn1c(=O)[nH]c2c(nc(-c3ccc(Cl)cc3)n2CCc2ccccc2)c1=O
 : -5, -5
[66] Cc1c(Cl)cccc1NC(=O)C(=O)NCC(O)c1ccc(C(F)(F)F)cc1 (configuration not stated)
 : -5, -15
[67] CN(C)CC(O)Cn1c2ccccc2c2ccccc21 (configuration not stated)
 : -10&-10&1, 1
[68] C[C@H]1CCCN1c1ccc2c(c1)O[C@H]1CCN(C1)S2(=O)=O
 : -6, -10
[69] O=C1c2ccc(Oc3ccc([N+](=O)[O-])cc3)cc2C(=O)N1Cc1ccco1
 : -5, 5
[70] O=C(Nc1ccccc1C(=O)N1CCCC1)c1ccc(CSc2ccccc2)cc1
 : 3, -13
[71] CC(C)=CCC/C(C)=C/CC/C(C)=C/CSc1ccccc1C(=O)O
 : -29, .
[72] Cc1ccc(-n2nc3c(c2NC(=O)c2cccc(Cl)c2)CS(=O)(=O)C3)c(C)c1
 : -3, 15
[73] Cn1nc(NC(=O)Cc2noc3ccccc23)c2c1NC(=O)CC2c1cccs1 (configuration not stated)
 : -5, -8
[74] COc1ccccc1-c1nc2c3c4c(sc3ncn2n1)CCCC4
 : -8, 0
[75] O=S(=O)(c1sc(Br)cc1Br)N1CCSCC1
 : 4, .
[76] COc1ccc(OC)c(S(=O)(=O)NC2CC2)c1
 : 6&-22, .
[77] Cc1nc2ccccn2c1C(=O)NNC(N)=O
 : -1, .
[78] CCN1CCCC1CNC(=O)c1ncn(-c2ccc(C)cc2)n1 (configuration not stated)
 : -6, -2
[79] O=C(Nc1ccc2c(c1)C(=O)NCC2)c1ccsc1
 : -15, -6
[80] Cn1cc(-c2nc(C(=O)NCc3ccccc3)cs2)c2cccnc21
 : -1, 46
[81] O=C(NCCCn1ccnc1)C1CC(=O)N(CCc2c[nH]c3ccc(Cl)cc23)C1 (configuration not stated)
 : -3, 6
[82] COc1ccc(OC)c(C2SCCN2S(=O)(=O)c2ccc([N+](=O)[O-])cc2)c1 (configuration not stated)
 : -2, 3
[83] CCCCOc1ccc(N=C2C(=O)N(CN3CCOCC3)c3ccccc32)cc1
 : -2, 34
[84] O=C(NCC1(O)CCc2ccccc21)c1c(F)cccc1Cl (configuration not stated)
 : -5, -13
[85] COCCN1C(=O)CCc2cc(NC(=O)c3cc(C)ccc3C)ccc21
 : 0, 1
[86] CCCc1cc(=O)[nH]c(SCc2nc3ccccc3c(=O)[nH]2)n1
 : 0, -2
[87] Cn1c(CNC(=O)C2CCC2)nc2c1CN(C(=O)Nc1ccc(C(F)(F)F)cc1)CC2
 : -10, 12
[88] N#CC(C#N)=CN1CCOCC1
 : ., -5
[89] O=C(Cc1cccs1)NCc1ccc(Cl)cc1
 : -21, 0
[90] CNC(=O)C1CCN(c2nc3ccc(-c4ccc(OC)cc4)nc3s2)CC1
 : 1, 15

Gathered by group, the entries above containing bromine.
Screens in order: Pf apPOL block, mHTT CaM bind
[7] Cc1ccc(C(=O)CCNc2cccc(Br)c2)o1
 : 2, 2
[41] CCN1CCN(c2ncc3c(n2)CCN(Cc2cc(Br)cs2)C3)CC1
 : -1, 34
[75] O=S(=O)(c1sc(Br)cc1Br)N1CCSCC1
 : 4, .

Next section:
Screens in order: Pf apPOL block, mHTT CaM bind
[91] Cc1ccc(S(=O)(=O)N2CCN(c3ccc(-c4ccc(F)cc4)nn3)CC2)s1
 : 31, -11
[92] Cc1ccc2nc3c(cc(C(=O)NCc4cccnc4)c(=N)n3Cc3ccco3)c(=O)n2c1
 : 4, 1
[93] CNC(=O)Cn1nc(-c2ccc(C)cc2)c2ccccc2c1=O
 : -5, -1
[94] Cn1c(=O)n(CCOc2ccc(Cl)cc2Cl)c2ccccc21
 : -3, 18
[95] COCc1cc(C)nc2sc3c(-c4ccccc4)onc3c12
 : 0, -5
[96] Cc1ccc(C)c(NC(=O)C23CCC(C)(C(=O)C2=O)C3(C)C)c1 (configuration not stated)
 : -3, 1
[97] COc1ccc(N2C(=O)C3CCCN3C2c2cc(OC)c(OC)c(OC)c2)cc1 (configuration not stated)
 : -6, 5
[98] O=C(CNS(=O)(=O)c1ccc(Br)s1)N1CCN(c2ccccc2Cl)CC1
 : -1, 3
[99] CC(C)(C)N=C1Nc2ccccc2CNC12CCNC2 (configuration not stated)
 : 50, 39
[100] O=C(Nc1cc2ccccc2s1)N1CCN(Cc2c(F)cccc2Cl)CC1
 : -12, .
[101] CCOc1ccc(OCC)c(NC(=O)CCS(=O)(=O)c2ccc(Br)cc2)c1
 : -3, 11
[102] COc1ccccc1-c1nnc(SCC(=O)NC2CCCCC2)n1-n1cccc1
 : 2, -10
[103] COc1ccc(CNC(=O)C2c3ccccc3CCN2C(C)=O)cc1OC (configuration not stated)
 : 1, 1
[104] CC(C)(C)C(O)CCNS(=O)(=O)C=Cc1ccccc1 (configuration not stated)
 : -1, -14
[105] CC(C(=O)Nc1cccc(C(F)(F)F)c1)N1C(=O)c2ccccc2C1=O (configuration not stated)
 : 0, -1
[106] O=C(c1ccco1)N1CCC(CCOc2cccc(F)c2)CC1
 : -2, 6
[107] COc1cccc(C2CC(=O)C3=C(C2)Nc2ccccc2NC3c2cccs2)c1 (configuration not stated)
 : -1, 25
[108] COc1ccccc1NC(=O)c1csc(-c2ccc(C)n2C)n1
 : -2, 7
[109] CCCNC(=O)N1CCC(N2CCN(Cc3ccccc3)C2=O)CC1
 : -6, -4
[110] Cc1ccc(-n2ncc3c(=O)[nH]c(SCC(=O)Nc4ccc(C)cc4C)nc32)cc1
 : -1, -6
[111] O=C(ON=Cc1ccc(F)c(Cl)c1)C1CC1
 : -4, .
[112] Cc1cccc(-n2c(CN3CCN(C(=O)Nc4ccccc4F)CC3)nc3cccnc32)c1
 : -2, -2
[113] CC(C)c1noc(C2(NC(=O)c3ccoc3)CCCCC2)n1
 : -4, -5
[114] COc1ccc(NC(=O)C2CCN(C(=O)c3ccccc3C)CC2)cc1
 : -7, 1
